OXTR potentiator: human OXTR potentiators, primary screen, fluorescence, CHO-OTR cells, Fluo-8 calcium | Fluo-8 calcium fluorescence, potentiator mode; 0% = oxytocin EC15, 100% = EC100 | activation, % at 3 µM | 0.061% of 320,000 active;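 active = activation above that plate's cutoff, the mean activation of tested compounds plus 3 SD, cut at about 6.6% in these data, passing the limit was not always enough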;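 note: 100% uses oxytocin at 75 nM as the full agonist control; some results filed as inactive read as strong as hits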
Target sequence (P30559 whole entry, looked up): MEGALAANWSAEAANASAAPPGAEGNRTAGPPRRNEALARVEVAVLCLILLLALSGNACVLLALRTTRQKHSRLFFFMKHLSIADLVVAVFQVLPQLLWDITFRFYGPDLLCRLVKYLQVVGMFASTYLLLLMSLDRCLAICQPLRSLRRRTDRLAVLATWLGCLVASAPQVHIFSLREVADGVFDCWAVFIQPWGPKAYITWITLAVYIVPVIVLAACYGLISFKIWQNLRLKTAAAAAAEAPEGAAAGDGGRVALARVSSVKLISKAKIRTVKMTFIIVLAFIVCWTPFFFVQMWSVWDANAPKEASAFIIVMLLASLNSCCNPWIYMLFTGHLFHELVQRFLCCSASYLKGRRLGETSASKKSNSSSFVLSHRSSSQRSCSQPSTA
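Replication – single well per compound, singlicate · Assay system – CHO cell line stably expressing human OTR · Timing – 6 min pre-incubation, 100 s read · Measure – normalized max/min fluorescence ratio, % activation · Doses – 3.0 µM, one dose · Detection – Fluo-8 calcium dye fluorescence · Probe or stimulus – oxytocin near EC15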
M1 ag parental: counter-screen for M1 agonists: effect in parental CHO-K1 cells; Fluo-8 calcium fluorescence; scaled to maximal ATP response, vehicle zero; activation, % at 3 µM; 0.48% of 360,000 active; in the data active = activation above about 15%;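 note: untransfected CHO-K1 host cells lacking M1 receptor as counterscreen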
CHO-K1 Ca antag: nonselective inhibitor or artifact in parental CHO-K1 cells | ATP-induced calcium, Fluo-8 fluorescence | inhibition, % at 3 µM | 0.6% of 360,000 active;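 active = inhibition above a per-plate cutoff, the plate's mean sample inhibition plus 3 SD, cut at about 24% in these data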;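 note: 0% = DMSO plus EC80 ATP and 100% = DMSO alone without ATP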
OXTR agonist: human OXTR agonists, primary screen, fluorescence, CHO-OTR cells, Fluo-8 calcium. Oxytocin receptor (Homo sapiens), P30559. Fluo-8 calcium fluorescence; normalized: DMSO 0%, oxytocin 100%. activation, % at 3 µM. 0.32% of 320,000 active;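 active = activation above the mean of all tested compounds plus 3 SD, cutoff set per screening run, cut at about 20% in these data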;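 note: peak over basal fluorescence ratio from a 100 s FLIPR kinetic read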
V1R ag counter: agonists of human V1a receptor, primary screen, counter-screen for OXTR agonist project, fluorescence, CHO-V1R cells; 0.25% of 320,000 active; Vasopressin V1a receptor (Homo sapiens), P37288; activation, % at 3 µM; Fluo-8 calcium fluorescence, agonist mode; 0% DMSO, 100% 3 nM vasopressin;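 active = activation above the mean activation of all tested compounds plus 3 SD, per screening run, cut at about 20% in these data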;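 note: signal is peak over basal fluorescence ratio across a 100 second FLIPR read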
Target sequence (P37288 whole entry, looked up): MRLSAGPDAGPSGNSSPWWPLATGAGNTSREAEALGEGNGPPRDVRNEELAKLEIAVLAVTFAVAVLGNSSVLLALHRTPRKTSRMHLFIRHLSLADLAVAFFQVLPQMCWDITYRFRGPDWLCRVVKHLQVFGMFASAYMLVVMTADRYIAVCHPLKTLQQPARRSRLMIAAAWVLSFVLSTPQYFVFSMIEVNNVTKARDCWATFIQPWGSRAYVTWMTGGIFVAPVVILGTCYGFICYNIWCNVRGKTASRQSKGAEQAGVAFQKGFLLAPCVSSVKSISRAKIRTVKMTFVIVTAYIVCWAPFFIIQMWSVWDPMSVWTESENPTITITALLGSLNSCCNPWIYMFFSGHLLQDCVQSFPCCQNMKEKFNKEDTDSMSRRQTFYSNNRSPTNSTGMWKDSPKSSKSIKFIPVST
GPR7 antagonist: GPR7 receptor antagonists, primary screen, cell-based, fluorescence, single concentration; Neuropeptides B/W receptor type 1 (Homo sapiens), P48145; GPR7-expressing cells, fluorescence antagonist assay; inhibition, % at 4.4 µM; 1.1% of 290,000 active; in the data active = inhibition above about 16%, passing the limit was not always enough;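 note: cells stimulated with the agonist NPW; 0% = agonist with vehicle and 100% = vehicle without agonist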
TAAR1 antag: human TAAR1 antagonists, primary screen, Fluo-8 calcium fluorescence, CHO RD-HGA16 cells | Trace amine-associated receptor 1 (Homo sapiens), Q96RJ0 | antagonist | inhibition, % at 3 µM | 1.5% of 360,000 active | AID 624466, 2012;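 active = inhibition above a per-plate cutoff, the mean inhibition of test compounds on that plate plus 3 SD, cut at about 49% in these data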;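 note: 0% = DMSO plus EC80 beta-PEA response and 100% = DMSO alone without agonist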
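Material: RD-HGA16 CHO cells with stable hTAAR1 and Gα16; Dosing: single nominal final test compound concentration of 3 µM; Schedule: seeding 17-24 h prior, 75-min 37 °C, 30-min RT dye loading; Detection: kinetic Fluo-8 calcium fluorescence measurement; Measure: % inhibition from peak post-agonist over basal fluorescence ratio; Benchmarks: vehicle and agonist controls.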
M1 PAM parental: nonselective calcium activators in parental CHO-K1 cells, primary screen, counter-screen for M1 PAM project, cell-based, Fluo-8 calcium fluorescence, full deck, 1536-well. 0.02% of 360,000 active. activation, % at 3 µM. ATP EC20; 0% at ATP EC20, 100% at ATP max;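 active = activation above the run cutoff, the mean activation of all test compounds plus 3 SD, cut at about 40% in these data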;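 note: peak over basal fluorescence ratio in a 140 s read after ATP addition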
CHO parental Ca: ATP-evoked calcium signal inhibitors, parental CHO, primary screen, counter-screen for OX1R antagonist project, cell-based, fluorescence, Fluo-8 calcium dye; parental CHO-K1, ATP-induced calcium, Fluo-8 fluorescence; inhibition, % at 5.6 µM; 0.63% of 330,000 active; AID 463079, 2010;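 active = inhibition above that plate's mean sample inhibition plus 3 SD, cut at about 26% in these data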;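 note: 0% = ATP-challenged DMSO wells and 100% = DMSO wells without ATP; some compounds past the cut are filed as inactive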
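Assay system – parental CHO cells · Reagent – ATP stimulus · Detection – intracellular calcium via Fluo-8 no-wash fluorescent dye · Evaluation – percent inhibition of ATP-evoked calcium rise, normalized to controls · Controls – ATP wells versus no-ATP DMSO wells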
* = called active by the depositor.

Results for O=C(CS(=O)(=O)c1cn(Cc2ccc(Cl)cc2)c2ccccc12)N1CCOCC1 ?
OXTR potentiator: -7; M1 ag parental: 1.8; CHO-K1 Ca antag: 12; OXTR agonist: 5.2; V1R ag counter: 6.9; GPR7 antagonist: 4; TAAR1 antag: -3; M1 PAM parental: -6; CHO parental Ca: -12

How did COC(=O)c1c(C(=O)OC)c(-c2cccc(F)c2)n2c1CS(=O)C2 (stereo unspecified) do in these assays?
OXTR potentiator: -15; M1 ag parental: 1.1; CHO-K1 Ca antag: -12; OXTR agonist: 1.8; V1R ag counter: 0.7; GPR7 antagonist: 3; TAAR1 antag: -9; M1 PAM parental: 12; CHO parental Ca: -7

Results for c1ccc(N2CCN(c3ccccc3)C2c2ccncc2)cc1 ?
OXTR potentiator: -3; M1 ag parental: 0.3; CHO-K1 Ca antag: -12; OXTR agonist: -2.1; V1R ag counter: -1.0; GPR7 antagonist: -8; TAAR1 antag: -5; M1 PAM parental: 7; CHO parental Ca: -19

How did O=C(Cc1csc(NC(=O)c2ccc(F)cc2)n1)NO do in these assays?
OXTR potentiator: -10; M1 ag parental: 1.4; CHO-K1 Ca antag: -15; OXTR agonist: 1.2; V1R ag counter: -0.3; GPR7 antagonist: -16; TAAR1 antag: -5; M1 PAM parental: 14; CHO parental Ca: -4

How did CCc1ccc(NC(=O)COC(=O)CCCC2=NS(=O)(=O)c3ccccc3N2)cc1 do in these assays?
OXTR potentiator: -5; M1 ag parental: -0.2; CHO-K1 Ca antag: -4; OXTR agonist: 1.1; V1R ag counter: -0.8; GPR7 antagonist: -1; TAAR1 antag: 5; M1 PAM parental: 15; CHO parental Ca: -18

How did Cc1cc(C)c2nc(-c3ccccn3)cc(C(=O)Nc3ccc(S(=O)(=O)Nc4cc(C)on4)cc3)c2c1 do in these assays?
OXTR potentiator: -3; M1 ag parental: -0.5; CHO-K1 Ca antag: -4; OXTR agonist: -0.7; V1R ag counter: 0.4; GPR7 antagonist: -7; TAAR1 antag: 0; M1 PAM parental: 4; CHO parental Ca: -6

What do the screens show for `Cc1ccc(Cl)cc1N1CCN(C(=O)c2cn(C)c(=O)c3c2c2ccccc2n3C)CC1`?
OXTR potentiator: -8; M1 ag parental: 1.0; CHO-K1 Ca antag: -6; OXTR agonist: 0.2; V1R ag counter: 1.1; GPR7 antagonist: -2; TAAR1 antag: 11; M1 PAM parental: 16; CHO parental Ca: -19

What do the screens show for `CCN(CC)S(=O)(=O)c1ccc(N2CCN(C)CC2)c(NC(=O)Nc2ccc(C)cc2)c1`?
OXTR potentiator: -5; M1 ag parental: 6.9; CHO-K1 Ca antag: 0; OXTR agonist: 5.4; V1R ag counter: 1.7; GPR7 antagonist: 2; TAAR1 antag: 4; M1 PAM parental: 6; CHO parental Ca: -11

How did Cc1cc(NS(=O)(=O)c2ccc(NC(=O)/C=C/c3c(F)cccc3Cl)cc2)no1 do in these assays?
OXTR potentiator: 1; M1 ag parental: 0.0; CHO-K1 Ca antag: 5; OXTR agonist: -0.7; V1R ag counter: 1.2; GPR7 antagonist: -27; TAAR1 antag: -13; M1 PAM parental: -17; CHO parental Ca: -22

What do the screens show for `CCCc1c(C(=O)N/N=C(\C)c2ccc3c(c2)OCO3)nnn1-c1nonc1N`?
M1 ag parental: 1.1; CHO-K1 Ca antag: -6; TAAR1 antag: -6; M1 PAM parental: 15

What do the screens show for `COc1ccc(CN2C(=O)c3ccccc3C2OC)cc1` (stereo unspecified)?
OXTR potentiator: -22; M1 ag parental: 0.2; CHO-K1 Ca antag: 3; OXTR agonist: -0.1; V1R ag counter: 0.4; GPR7 antagonist: 17; TAAR1 antag: -39; M1 PAM parental: 1; CHO parental Ca: 13

What do the screens show for `CCCCC(NC(=O)Cc1c(C)c2cc3c4c(oc3cc2oc1=O)CCCC4)C(=O)O` (stereo unspecified)?
OXTR potentiator: -15; M1 ag parental: 0.3; CHO-K1 Ca antag: 20; OXTR agonist: -0.9; V1R ag counter: 8.3; GPR7 antagonist: -1; TAAR1 antag: -8; M1 PAM parental: -8; CHO parental Ca: 22

What do the screens show for `Cc1ccc(Sc2ccc(CN3CCCC3)cc2[N+](=O)[O-])cc1`?
OXTR potentiator: -7; M1 ag parental: 0.8; CHO-K1 Ca antag: -5; OXTR agonist: 0.6; V1R ag counter: 0.1; GPR7 antagonist: 4; TAAR1 antag: -7; M1 PAM parental: 7; CHO parental Ca: -24

What do the screens show for `Cc1ccccc1C(=O)Nc1ccnn1C1CCN(Cc2cnn(C(C)C)c2)CC1`?
OXTR potentiator: -9; M1 ag parental: 0.3; CHO-K1 Ca antag: 0; OXTR agonist: -0.1; V1R ag counter: 1.9; GPR7 antagonist: -6; TAAR1 antag: -8; M1 PAM parental: -5; CHO parental Ca: -4

What do the screens show for `CCn1c(SCC(=O)N2CCCCC2)nc(O)cc1=O`?
OXTR potentiator: -12; M1 ag parental: 4.8; CHO-K1 Ca antag: -14; OXTR agonist: -0.5; V1R ag counter: 0.3; GPR7 antagonist: -14; TAAR1 antag: 4; M1 PAM parental: 14; CHO parental Ca: -14

What do the screens show for `CC(NC(=O)c1ccccc1NC(=O)c1ccncc1)c1ccccc1` (stereo unspecified)?
OXTR potentiator: -5; M1 ag parental: 1.6; CHO-K1 Ca antag: -19; OXTR agonist: -0.6; V1R ag counter: -0.8; GPR7 antagonist: -11; TAAR1 antag: -2; M1 PAM parental: 30; CHO parental Ca: 0

How did Cc1c(NC(=S)NC(=O)CCc2ccccc2)c(=O)n(-c2ccccc2)n1C do in these assays?
OXTR potentiator: -4; M1 ag parental: 0.0; CHO-K1 Ca antag: -11; OXTR agonist: -0.7; V1R ag counter: 0.7; GPR7 antagonist: -11; TAAR1 antag: -13; M1 PAM parental: 9; CHO parental Ca: 1

How did CC(C)c1ccc2c(c1)C(N1CCNCC1)Cc1ccc(F)cc1S2 (stereo unspecified) do in these assays?
OXTR potentiator: -14; OXTR agonist: 11; V1R ag counter: 6.3; TAAR1 antag: 25; CHO parental Ca: -1

How did CCN(CC)S(=O)(=O)c1ccc(NC(=O)c2ccc(Sc3nncn3C)c([N+](=O)[O-])c2)cc1 do in these assays?
OXTR potentiator: 4; M1 ag parental: -0.1; CHO-K1 Ca antag: -1; OXTR agonist: 0.8; V1R ag counter: 1.1; GPR7 antagonist: -8; TAAR1 antag: -10; M1 PAM parental: 13; CHO parental Ca: -12

Results for COc1ccc(N2CCN(C(=O)Cn3nnc(-c4ccccc4N)n3)CC2)cc1 ?
OXTR potentiator: -1; M1 ag parental: 4.9; CHO-K1 Ca antag: -10; OXTR agonist: 2.1; V1R ag counter: 0.3; GPR7 antagonist: -1; TAAR1 antag: 5; M1 PAM parental: 19; CHO parental Ca: -8

How did CCCN(CC1CC1)C(=O)COc1ccccc1C(=O)NCc1ccccc1 do in these assays?
OXTR potentiator: 1; M1 ag parental: 2.3; CHO-K1 Ca antag: 3; OXTR agonist: -1.8; V1R ag counter: 0.2; GPR7 antagonist: -6; TAAR1 antag: 5; M1 PAM parental: 5; CHO parental Ca: -16

How did CCC(=O)Oc1ccc(C(=O)Nc2cccc(C(=O)NC(C)(C)C)c2)cc1 do in these assays?
OXTR potentiator: -11; M1 ag parental: 2.3; CHO-K1 Ca antag: 7; OXTR agonist: 0.5; V1R ag counter: 2.8; GPR7 antagonist: -11; TAAR1 antag: 12; M1 PAM parental: 1; CHO parental Ca: -11

What do the screens show for `Cc1ccc2c(c1)C(=O)C(=O)N2CCCOc1ccccc1C`?
OXTR potentiator: -10; M1 ag parental: 3.5; CHO-K1 Ca antag: -19; OXTR agonist: -2.7; V1R ag counter: -1.6; GPR7 antagonist: 18; TAAR1 antag: 21; M1 PAM parental: 21; CHO parental Ca: -22

What do the screens show for `Cc1ccc(Sc2ncccc2N)cc1`?
OXTR potentiator: -6; M1 ag parental: -0.2; CHO-K1 Ca antag: 16; OXTR agonist: -2.3; V1R ag counter: -1.1; TAAR1 antag: -30; M1 PAM parental: -24; CHO parental Ca: -10

Results for COC(=O)c1c(-c2ccc(OC)cc2)sc2cc3c(cc12)OCO3 ?
OXTR potentiator: -4; M1 ag parental: 1.4; CHO-K1 Ca antag: -2; OXTR agonist: 0.8; V1R ag counter: 0.8; TAAR1 antag: 9; M1 PAM parental: 6; CHO parental Ca: -20

Results for c1ccc2cc(Sc3ncnc4c3oc3ccccc34)ccc2c1 ?
OXTR potentiator: 5; M1 ag parental: 0.0; CHO-K1 Ca antag: -3; OXTR agonist: -0.2; V1R ag counter: 0.2; GPR7 antagonist: -11; TAAR1 antag: -4; M1 PAM parental: 11; CHO parental Ca: -5

What do the screens show for `Cc1ccc(S(=O)(=O)NCCS(=O)(=O)N2CCN(c3ccc(F)cc3)CC2)cc1`?
OXTR potentiator: -16; M1 ag parental: 0.8; CHO-K1 Ca antag: 14; OXTR agonist: 2.8; V1R ag counter: 3.2; TAAR1 antag: -18; M1 PAM parental: -29; CHO parental Ca: -2

How did CO/N=C/c1ccc(N2CCN(C(=O)c3cccc(Cl)c3)CC2)c([N+](=O)[O-])c1 do in these assays?
OXTR potentiator: -5; M1 ag parental: 0.1; CHO-K1 Ca antag: 6; OXTR agonist: 0.9; V1R ag counter: 0.6; GPR7 antagonist: -5; TAAR1 antag: -9; M1 PAM parental: 6; CHO parental Ca: -9

How did Cc1ccc(-n2nnnc2-c2cnoc2-c2cccc(F)c2)cc1 do in these assays?
OXTR potentiator: -20; M1 ag parental: 0.4; CHO-K1 Ca antag: 3; OXTR agonist: -2.6; V1R ag counter: -1.8; GPR7 antagonist: 3; TAAR1 antag: -2; M1 PAM parental: 7; CHO parental Ca: -9

Results for Cc1ccc(S(=O)(=O)N2CCOCC2)cc1C(=O)OCC(=O)NC1CCCCC1 ?
M1 ag parental: 1.7; CHO-K1 Ca antag: 0; TAAR1 antag: 7; M1 PAM parental: -6

How did CN(C)C(=O)c1cccc(-c2cnc3c(NC=O)cc(-c4ccc(N(C)C)cc4)cn23)c1 do in these assays?
M1 ag parental: 12; CHO-K1 Ca antag: -1; TAAR1 antag: 10; M1 PAM parental: 8

Screening results from PubChem BioAssay.
